Screens deposited in PubChem by The Scripps Research Institute Molecular Screening Center.
SRC3 TRFRET art: TR-FRET detection interference compounds, artefact control for PPARgamma SRC-3 recruitment agonists, biochemical, TR-FRET ratio. TR-FRET artefact counter-screen, PPARgamma/SRC-3 format; active compounds read high. TR-FRET ratio at 8 µM. 99,000 compounds, 0.39% hits; in the data active = TR-FRET ratio above about 2000; also: inactives centre near 1600
SRC1 TRFRET art: TR-FRET detection interference compounds, primary screen, artefact control for PPARgamma SRC-1 recruitment agonists, biochemical, TR-FRET emission ratio. TR-FRET detection artefact counter-screen; active compounds read high. TR-FRET ratio at 8 µM. 99,000 compounds, 0.34% hits; in the data active = TR-FRET ratio above about 2300; also: inactives centre near 1800
* marks the source's active call; other numbers are inactive results. These rows are one share of the data, so the mix of outcomes need not match the whole.

Each structure is followed by: SRC3 TRFRET art, SRC1 TRFRET art
Cc1ccc(S(=O)(=O)N2CCN(C(=O)c3ccccn3)CC2)cc1
→ 1664, 1635
CCOc1ccc(/C=N/NC(=O)c2nnn(-c3nonc3N)c2-c2ccc(OCC)cc2)cc1
→ 1809, 1572
COc1ccc(S(=O)(=O)Nc2ccccc2OC)cc1NC(=O)CC1CC2CCC1C2 (stereo unspecified)
→ 1488, 1638
COc1ccc(-c2nnc(SC(C)C(=O)NNC(=O)c3ccc(C)cc3)o2)cc1 (stereo unspecified)
→ 1494, 1963
O=C(NCCN1C(=O)S/C(=C\c2cccs2)C1=O)c1ccco1
→ 1610, 1837
O=C(C1CCN(CCCc2ccccc2)CC1)N(CCc1ccccc1)Cc1ccccc1
→ 1710, 1901
CCOC(=O)c1c(NC(=O)c2ccc(N3C(=O)[C@@H]4[C@H](C3=O)[C@H]3C=C[C@@H]4C3)cc2)sc2c1CC(C)CC2 (stereo partly specified)
→ 1536, 1809
N/C(=N/OC(=O)c1cccc([N+](=O)[O-])c1)c1cccc([N+](=O)[O-])c1
→ 1658, 1883
COc1cc(C(=O)OCC(=O)Nc2c(F)cccc2F)cc(OC)c1C
→ 1725, 1870
CCCCOc1ccc(-c2[nH]ncc2C=O)cc1
→ 1254, 1736
Cc1cc(NS(=O)(=O)c2ccc(NS(=O)(=O)c3ccc(CC(C)C)cc3)cc2)nc(C)n1
→ 1543, 1888
Cc1ccccc1Cn1c(CN2CCN(c3ccc(F)cc3)CC2)nc2c1c(=O)n(C)c(=O)n2C
→ 1511, 1591
O=C(Nc1nc2ccccc2[nH]1)c1ccc(F)c(S(=O)(=O)N2CCOCC2)c1
→ 1581, 1872
CC(C)[C@H](NC(=O)OCc1ccccc1)C(=O)NCc1ccccc1
→ 1637, 1896
COc1ccc2c(c1)C(c1ccc(C)o1)=NNC(c1ccccc1)=N2
→ 1560, 1723
Cc1cc(CN(C)Cc2ccc(OCC(O)CN(C)Cc3ccccc3)cc2)on1 (stereo unspecified)
→ 1370, 1807
O=C(O)C1C2C=CC(C2)C1C(=O)NCc1ccc(Cl)c(Cl)c1 (stereo unspecified)
→ 1709, 1811
CC1CCc2sc(-c3n[nH]c(=S)o3)cc2C1 (stereo unspecified)
→ 1725, 1799
COc1ccc(CC(=O)NCc2n[nH]c(=S)n2-c2ccc(Br)cc2)cc1
→ 1659, 1843
C/C(CC(=O)NCc1ccccc1)=N\NC(N)=S
→ 1596, 1749
CC1CC(=S)Nc2ccccc2N1Cc1ccccc1 (stereo unspecified)
→ 1640, 1692
COc1ccccc1Cn1c(SCC(N)=O)nc2c(oc3ccccc32)c1=O
→ 1569, 1777
COC(=O)c1ccc(NC(=S)NC2CC3CCC2C3)cc1 (stereo unspecified)
→ 1834, 1874
COc1ccc(C(=O)C2CCCN(Cc3cnc(N4CCOCC4)s3)C2)c(OC)c1 (stereo unspecified)
→ 1455, 1646
CC1CN(C2=N/C(=C/c3ccc4c(c3)OCO4)C(=O)N2)CC(C)O1 (stereo unspecified)
→ 1620, 1804
CCOC(=O)c1cc(-c2ccccc2)sc1NC(=O)COC
→ 1640, 1687
COc1ccc(C(CC(=O)c2ccc(C)cc2)C(C#N)C#N)cc1OC (stereo unspecified)
→ 1686, 1815
O=C(COC(=O)[C@@H]1CCCN1S(=O)(=O)c1ccccc1F)Nc1ccc(OC(F)F)cc1
→ 1637, 1778
O=c1c2ccccc2nc(/C=C/c2c[nH]c3ccccc23)n1-c1ccc([N+](=O)[O-])cc1
→ 1489, 1779
COc1ccc(C)cc1NC(=O)CC(NC(C)=O)c1ccccc1 (stereo unspecified)
→ 1610, 1821

A different layout for part of the listing above:
O=C(O)C1C2C=CC(C2)C1C(=O)NCc1ccc(Cl)c(Cl)c1 (stereo unspecified)
  SRC3 TRFRET art: 1709; SRC1 TRFRET art: 1811

CC(C)[C@H](NC(=O)OCc1ccccc1)C(=O)NCc1ccccc1
  SRC3 TRFRET art: 1637; SRC1 TRFRET art: 1896

CC1CC(=S)Nc2ccccc2N1Cc1ccccc1 (stereo unspecified)
  SRC3 TRFRET art: 1640; SRC1 TRFRET art: 1692

O=C(COC(=O)[C@@H]1CCCN1S(=O)(=O)c1ccccc1F)Nc1ccc(OC(F)F)cc1
  SRC3 TRFRET art: 1637; SRC1 TRFRET art: 1778

(continued)
Each structure is followed by: SRC3 TRFRET art, SRC1 TRFRET art
COc1ccc(Br)cc1/C=N/NC(=O)c1ccco1
→ 1671, 1674
O=C(c1cc2cc([N+](=O)[O-])ccc2s1)N1CCCCC1
→ 1349, 1702
CCN(CCCNC(=O)CNC(=O)Cn1cnc2ccccc2c1=O)c1cccc(C)c1
→ 1791, 1745
Fc1ccc(C2=CC(c3ccco3)n3ncnc3N2)cc1 (stereo unspecified)
→ 1513, 1819
Cc1nc(C)c(NC(=O)OC(C)C)cc1NC(=O)OC(C)C
→ 1408, 1679
COC(=O)c1ccc(C(=O)OC)c(NC(=S)N2CCN(C)CC2)c1
→ 1554, 1672
CC(=O)Nc1cccc(OCC(=O)NCCC2=CCCCC2)c1
→ 1242, 1762
O=S(=O)(N/N=C/c1cccc(OC2CSC2)c1)c1ccccc1
→ 1676, 1990
COc1ccc(Cl)cc1C(=O)C1CCCN(Cc2cnc(N3CCOCC3)s2)C1 (stereo unspecified)
→ 1596, 1749
Cc1oc(-c2cccs2)nc1CN1CC[C@@](O)(c2ccccc2)[C@H]2CCCC[C@@H]21
→ 1564, 1888
O=C(NCc1cccnc1)c1cccc2c1C(=O)N(C1CCCCC1)C2
→ 1552, 1639
CC1=C(C)C(=O)C(CCCCC#CCCCC#CCO)=C(C)C1=O
→ 1717, 1757
CC(C)N1CCC(N2CCN(C/C=C/c3ccc(F)cc3)CC2CCO)CC1 (stereo unspecified)
→ 1476, 1992
CN(CC(=O)NCc1ccccn1)S(=O)(=O)c1ccc(Cl)cc1
→ 1514, 1878
COc1ccc(/C=N\NC(=O)c2cccc([N+](=O)[O-])c2)cc1Cn1cc([N+](=O)[O-])cn1
→ 1782, 1744
O=C1COc2ccc(C(=O)COC(=O)c3sc4ccccc4c3Cl)cc2N1
→ 1751, 2043
COC(=O)c1ccc(CNC(=O)COC(=O)c2ccc(N(C)C)cc2)cc1
→ 1198, 1653
COCCNC(=O)c1cc2cc(Cl)cc(Cl)c2oc1=O
→ 1550, 1930
O=C(NCCNc1ccc(Cl)cc1[N+](=O)[O-])c1cccnc1
→ 1473, 2047
CCOC(=O)N1CCN(S(=O)(=O)c2cc(Br)cc3c2N(C(C)=O)C(C)C3)CC1 (stereo unspecified)
→ 1639, 1955
COC(=O)c1sc(S(=O)(=O)NCC(=O)O)c(C(=O)OC)c1C
→ 1519, 1574
CC1CCCC/C1=N\NC(=S)Nc1cccnc1 (stereo unspecified)
→ 1469, 1884
CCc1c(C(C)S(=O)(=O)c2ccccc2)[nH]c(=O)n1CC (stereo unspecified)
→ 1605, 1865
Cc1ccc(-c2cn3cccc(C)c3n2)cc1
→ 1473, 1859
Cn1c(=O)c2c(nc(CN3CCC(Cc4ccccc4)CC3)n2CCN2CCOCC2)n(C)c1=O
→ 1786, 1863
CC(=O)c1sc(NC(=O)c2cccnc2Cl)nc1C
→ 1592, 1914
Cc1cc(=O)oc(C)c1C(=O)NC1CCCCCCC1
→ 1431, 1730
COc1ccc(CCNC(=O)COC(=O)/C=C/c2ccc(OC)c(OC)c2)cc1
→ 1689, 1949
Cc1ccc(NC(=O)C2CCN(c3nc(C)cc(C)n3)CC2)cc1
→ 1621, 1510
Cc1cc(C)c2c(n1)sc1c(=O)n(-c3ccccc3)c(=O)[nH]c12
→ 1478, 1837
O=c1c(C=NCCCO)c(-c2ccccc2)[nH]n1-c1nc2ccccc2s1
→ 1519, 1502
COC(=O)c1c(C)nc(C)c(C(=O)OC)c1-c1cccs1
→ 1547, 1598
CCc1ccc(OCCCC(=O)Nc2ccc(N3CCOCC3)cc2)cc1
→ 1498, 1639
CCCCC(=O)N/N=C(/C)C1=C(C)C(C)(C)OC1=O
→ 1522, 1547
CC(=O)c1ccc(S(=O)(=O)N2CCN(C)CC2)cc1
→ 1602, 1910
Cn1c(=O)c2c(ncn2CC(=O)OCC(=O)NC(c2ccccc2)c2ccccc2)n(C)c1=O
→ 1588, 1952
CCN=c1sc(C(=O)Nc2ccccc2)c(C)n1CC
→ 1756, 1948
CC(C)NS(=O)(=O)c1ccc(CCC(=O)N2CCCCC2)cc1
→ 1623, 1617
CCOC(=O)c1cc2c(=O)n3ccccc3nc2n(C(C)C)c1=NC(=O)c1ccco1
→ 1547, 1774
CC1(C)CC(=O)C(C=NCCN2CCN(CC(=O)Nc3ccccc3)CC2)=C(O)C1
→ 1740, 1694
O=C(Nc1ccc(Cl)cn1)c1ccc(Br)c(S(=O)(=O)N2CCCCC2)c1
→ 1480, 1803
CC(C)c1ccc(OCC(=O)N(Cc2ccccc2)c2ccccn2)cc1
→ 1506, 1730
CCOC(=O)c1ccc(N2C(=O)c3n[nH]c(-c4ccco4)c3C2c2cccc([N+](=O)[O-])c2)cc1 (stereo unspecified)
→ 1740, 1770
O=C(Nc1ccccc1-c1nc2ccccc2[nH]1)c1sc2ccccc2c1Cl
→ 1624, 1832
O=C(NNC1=NCCC1)C1CC1
→ 1601, 1770
CCCCn1c(NS(=O)(=O)c2ccccc2)c(S(=O)(=O)c2ccc(C)cc2)c2nc3ccccc3nc21
→ 1595, 1946
COC(=O)c1ccc[n+](CC(=O)c2ccc(Br)cc2)c1
→ 1704, 1831
CC1(C)CC(=O)C(C(=O)Cc2ccccc2[N+](=O)[O-])C(=O)C1
→ 1748, 1522
O=C(N/N=C/c1ccccn1)c1ccccc1
→ 1435, 1764
COc1ccc(N2CCN(c3ncccc3C#N)CC2)cc1
→ 1689, 1949

New compounds follow:
Each structure is followed by: SRC3 TRFRET art, SRC1 TRFRET art
COc1ccc(CNC(=O)COc2cc(=O)n(C)c3ccccc23)cc1
→ 1499, 1700
O=C(O)c1ccc(-n2cccc2/C=C2/NC(=O)N(c3cccc(Cl)c3)C2=O)cc1
→ 1446, 1848
Cc1[nH]oc(=O)c1N=Nc1ccccc1
→ 1598, 1802
O=C(COC(=O)Cc1cccc(C(F)(F)F)c1)Nc1ccccc1
→ 1560, 1936
CCOc1ccc(/C=C2\SC(=O)N(CCNC(=O)C3COc4ccccc4O3)C2=O)cc1OC (stereo unspecified)
→ 1501, 1659
CCn1cc(C(=O)NNC(=O)c2ccc(Cl)cc2)c(=O)c2ccc(C)nc21
→ 1649, 1905
Cc1ccc(NC(=O)COc2cccnc2[N+](=O)[O-])cc1S(=O)(=O)N1CCOCC1
→ 1655, 1984
Cc1cc(C)c(NC(=O)C2CCCN2CCOC(=O)c2cccc([N+](=O)[O-])c2)c(C)c1 (stereo unspecified)
→ 1628, 1852
CCOc1ccc(N2C(=O)CC(SC(=NC)Nc3cccc(OC)c3)C2=O)cc1 (stereo unspecified)
→ 1457, 1967
CC1CC(=O)N(Cc2ccccc2)c2ccccc2N1C=O (stereo unspecified)
→ 1379, 2102

Two entries from above, as labelled records:
CCOc1ccc(/C=C2\SC(=O)N(CCNC(=O)C3COc4ccccc4O3)C2=O)cc1OC (stereo unspecified)
  SRC3 TRFRET art: 1501; SRC1 TRFRET art: 1659
CCn1cc(C(=O)NNC(=O)c2ccc(Cl)cc2)c(=O)c2ccc(C)nc21
  SRC3 TRFRET art: 1649; SRC1 TRFRET art: 1905

Remaining list, next part.
Each structure is followed by: SRC3 TRFRET art, SRC1 TRFRET art
COc1ccc(S(=O)(=O)N2CCOCC2)cc1NC(=O)COc1cccnc1[N+](=O)[O-]
→ 1668, 1810
CCC(Sc1nc(-c2ccccc2)c(C#N)c(=O)[nH]1)C(=O)Nc1cc(C)on1 (stereo unspecified)
→ 1928, 2185
Cn1c(NC(=O)C[n+]2cc(-c3ccc(F)cc3)n3c2CCC3)cc(=O)n(C)c1=O
→ 1614, 1797
CC(C)COC(=O)NCC12C=CC(O1)C1C(=O)N(c3ccc(Cl)cc3)C(=O)C12 (stereo unspecified)
→ 1445, 1986
CCCNC(=O)OCc1cccnc1Sc1ccc(C)cc1
→ 1662, 1667
Cc1ccc(C(=O)O)cc1-c1ccc(/C=C2\SC(=O)N(CC(=O)Nc3ccccc3)C2=O)o1
→ 1337, 1744
CC(C)=Cc1oc2ccc([N+](=O)[O-])cc2c1N1CC(C)OC(C)C1 (stereo unspecified)
→ 1526, 1890
O=C(NCc1ccncc1)C(=O)Nc1nc2ccccc2s1
→ 1685, 1788
O=C(COC(=O)C1=COCCO1)Nc1cc(S(=O)(=O)N2CCCCC2)ccc1Cl
→ 1454, 1747
Cc1ccc(-n2nnnc2SCc2nc3sc(C)c(C)c3c(=O)[nH]2)cc1
→ 1622, 1973
O=C(Nc1ccc(Cl)cc1)N1CCN(c2ncccn2)CC1
→ 1519, 1705
Cc1ccc(-n2c([C@@H]3C[C@H]3c3ccccc3)n[nH]c2=S)cc1
→ 1742, 1525
Brc1cccc(/C=N/Nc2nn[nH]n2)c1
→ 1808, 1403
O=C(c1ccc(F)cc1)n1c(NCc2ccccc2)n[nH]c1=S
→ 1614, 1915
CCC(=O)N1CCc2cc(Br)cc(S(=O)(=O)N(C)c3ccc(OC)cc3OC)c21
→ 1782, 1832
CC1=NN(C(=O)Cn2nc([N+](=O)[O-])c(Br)c2C)C(O)(C(F)(F)F)C1 (stereo unspecified)
→ 1607, 1629
CC(=O)c1c(N2CCN(C)CC2)nc(=S)n(-c2cc(C)ccc2C)c1C
→ 1531, 1839
COc1cccc2c(=O)c3ccccc3oc12
→ 1533, 1749
Cc1ccc(SCCOCCN2CCc3ccccc3C2)cc1
→ 1666, 1761
CCc1cccc2c(C(=O)CCl)c[nH]c12
→ 1612, 1718
Cc1sc2nc(CC(=O)N3CCCC3)[nH]c(=O)c2c1C
→ 1597, 1817
O=C(/C=C/c1ccco1)Nc1cccc(S(=O)(=O)N2CCOCC2)c1
→ 1608, 2005
COc1ccc(C2(C(=O)Nc3ccccc3)CCOCC2)cc1
→ 1442, 1741
CCOc1ccc(NC(=O)CCC(=O)NNC(=O)COc2ccc(C)cc2)cc1
→ 1680, 1976
O=C1C(c2c(O)[nH]c3ccccc23)=Nc2ccccc21
→ 1609, 1811
